# OXTR ag: human OXTR agonists, primary screen, fluorescence, CHO-OTR cells, Fluo-8 calcium. Oxytocin receptor (Homo sapiens), P30559. Fluo-8 calcium fluorescence; normalized: DMSO 0%, oxytocin 100%. activation, % at 3 µM. 320,000 compounds, 0.32% hits. AID 2435, 2010;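 active = activation above the mean of all tested compounds plus 3 SD, cutoff set per screening run, cut at about 20% in these data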;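 also: peak over basal fluorescence ratio from a 100 s FLIPR kinetic read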
# V1aR counter: agonists of human V1a receptor, primary screen, counter-screen for OXTR agonist project, fluorescence, CHO-V1R cells. Fluo-8 calcium fluorescence, agonist mode; 0% DMSO, 100% 3 nM vasopressin. activation, % at 3 µM. 320,000 compounds, 0.25% hits. AID 2797, 2010;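 active = activation above the mean activation of all tested compounds plus 3 SD, per screening run, cut at about 20% in these data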;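 also: signal is peak over basal fluorescence ratio across a 100 second FLIPR read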
# Target sequence (P37288 whole entry, looked up): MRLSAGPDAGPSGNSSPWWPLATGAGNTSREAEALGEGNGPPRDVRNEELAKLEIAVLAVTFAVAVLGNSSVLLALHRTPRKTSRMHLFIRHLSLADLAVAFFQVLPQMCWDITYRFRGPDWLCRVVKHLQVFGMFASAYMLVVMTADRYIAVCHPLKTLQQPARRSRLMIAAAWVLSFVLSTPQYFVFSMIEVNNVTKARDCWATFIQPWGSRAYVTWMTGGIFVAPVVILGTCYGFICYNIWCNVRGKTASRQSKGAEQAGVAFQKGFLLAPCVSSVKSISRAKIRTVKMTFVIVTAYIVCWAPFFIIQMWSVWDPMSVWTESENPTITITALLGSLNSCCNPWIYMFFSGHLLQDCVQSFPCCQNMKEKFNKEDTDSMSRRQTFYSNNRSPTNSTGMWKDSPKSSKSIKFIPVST
# TAAR1 antagonist: human TAAR1 antagonists, primary screen, Fluo-8 calcium fluorescence, CHO RD-HGA16 cells. 360,000 compounds, 1.5% hits. AID 624466, 2012. inhibition, % at 3 µM. antagonist. Trace amine-associated receptor 1 (Homo sapiens), Q96RJ0;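 active = inhibition above a per-plate cutoff, the mean inhibition of test compounds on that plate plus 3 SD, cut at about 49% in these data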;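 also: 0% = DMSO plus EC80 beta-PEA response and 100% = DMSO alone without agonist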
#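 Material: CHO RD-HGA16 cells bearing hTAAR1; compound dosing: one-point dosing, 3 µM nominal final; schedule: dye loading 75 min at 37 °C, then 30 min room temperature; measured by: calcium fluorescence with Fluo-8; control set: vehicle and agonist controls; replication: n of 1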
# CHO parental Ca: ATP-evoked calcium signal inhibitors, parental CHO, primary screen, counter-screen for OX1R antagonist project, cell-based, fluorescence, Fluo-8 calcium dye; parental CHO-K1, ATP-induced calcium, Fluo-8 fluorescence; inhibition, % at 5.6 µM; 330,000 compounds, 0.63% hits; AID 463079, 2010;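 active = inhibition above that plate's mean sample inhibition plus 3 SD, cut at about 26% in these data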;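 also: 0% = ATP-challenged DMSO wells and 100% = DMSO wells without ATP; some compounds past the cut are filed as inactive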
#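 Measured by: calcium-sensitive Fluo-8 fluorescence / Test system: CHO parental line / Controls: ATP-challenged DMSO wells low, unchallenged DMSO wells high / Measure: % inhibition / Compound: single nominal dose of 5.6 µM per compound / Replicates: single well per compound, no replicates / Reagent: ATP as calcium-mobilizing challenge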
# TAAR1 ag: human TAAR1 agonists, primary screen, Fluo-8 calcium fluorescence, CHO RD-HGA16 cells. activation, % at 3 µM. 360,000 compounds, 0.99% hits. vehicle wells 0%, saturating PEA agonist 100%. AID 624467, 2012;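 active = activation above the mean activation of all test compounds in the run plus 3 SD, cut at about 38% in these data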
#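 Repeats: no replicates (n 1) | Material: CHO-derived RD-HGA16 cells with stable Gα16 and human TAAR1 | Technique: Kinetic Fluo-8 calcium fluorescence | Schedule: 17-24 h seeding, 75 min 37 °C dye, 30 min RT | Evaluation: % activation from peak over basal fluorescence ratio, DMSO-to-PEA scaled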
# M1 PAM: human M1 muscarinic receptor positive allosteric modulators, primary screen, CHO-K1 cells, Fluo-8 calcium fluorescence, 1536-well. Muscarinic acetylcholine receptor M1 (Homo sapiens), P11229. CHO-K1 hM1, ACh EC20; 0% = ACh EC20, 100% = maximal ACh. activation, % at 3 µM. 360,000 compounds, 0.088% hits; in the data active = activation above about 19%, passing the limit was not always enough
# Target sequence (P11229 whole entry, looked up): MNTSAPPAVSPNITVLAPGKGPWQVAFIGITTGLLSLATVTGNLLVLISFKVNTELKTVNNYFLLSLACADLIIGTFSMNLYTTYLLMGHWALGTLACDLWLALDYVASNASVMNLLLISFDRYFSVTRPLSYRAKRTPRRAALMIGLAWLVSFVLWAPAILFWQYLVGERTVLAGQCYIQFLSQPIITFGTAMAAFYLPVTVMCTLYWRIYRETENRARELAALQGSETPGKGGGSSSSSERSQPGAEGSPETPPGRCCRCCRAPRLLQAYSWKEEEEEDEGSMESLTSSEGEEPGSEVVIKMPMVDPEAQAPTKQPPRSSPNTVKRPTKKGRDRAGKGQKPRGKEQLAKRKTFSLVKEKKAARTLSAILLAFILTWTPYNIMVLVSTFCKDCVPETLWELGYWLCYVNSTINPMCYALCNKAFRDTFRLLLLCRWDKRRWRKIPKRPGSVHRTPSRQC
# OXTR potentiator: human OXTR potentiators, primary screen, fluorescence, CHO-OTR cells, Fluo-8 calcium. Oxytocin receptor (Homo sapiens), P30559. Fluo-8 calcium fluorescence, potentiator mode; 0% = oxytocin EC15, 100% = EC100. activation, % at 3 µM. 320,000 compounds, 0.061% hits;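 active = activation above that plate's cutoff, the mean activation of tested compounds plus 3 SD, cut at about 6.6% in these data, passing the limit was not always enough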;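 also: 100% uses oxytocin at 75 nM as the full agonist control; some results filed as inactive read as strong as hits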
#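 Assay system: CHO cell line stably expressing human OTR | Also added: Oxytocin at about EC15, sub-maximal agonist stimulus | Times: Compound 6 min at room temperature before oxytocin, 100 s read | Measured by: Fluo-8 intracellular calcium fluorescence, ex 470-495, em 515-575 nm | Controls: EC15 oxytocin alone as 0%, 75 nM oxytocin as 100%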
# CHRM1 antagonist: human M1 muscarinic receptor antagonists, primary screen, CHO-K1 cells, Fluo-8 calcium fluorescence, 1536-well | Muscarinic acetylcholine receptor M1 (Homo sapiens), P11229 | CHO-K1 hM1, ACh EC80 antagonist | inhibition, % at 3 µM | 360,000 compounds, 1.3% hits | AID 588852, 2011;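 active = percent inhibition above its own plate's cutoff, namely the mean of that plate's compound wells plus 3 SD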;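 also: peak over basal fluorescence ratio during 140 s after agonist addition; 0% = ACh EC80 plus DMSO and 100% = DMSO alone without agonist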
# M1 ag: human M1 muscarinic receptor agonists, primary screen, Fluo-8 calcium fluorescence, CHO-K1 cells, HTS; 360,000 compounds, 0.33% hits; Muscarinic acetylcholine receptor M1 (Homo sapiens), P11229; AID 588814, 2011; activation, % at 3 µM; CHO-K1 hM1, agonist mode; 0% DMSO, 100% acetylcholine EC100;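 active = activation above the run's mean compound activation plus 3 SD, cut at about 16% in these data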;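 also: peak over basal fluorescence ratio within a 140 s kinetic read after compound addition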
# Starred values were filed as active, the others as inactive; / = no result given.
mol	OXTR potentiator	M1 PAM	TAAR1 antagonist	M1 ag	CHRM1 antagonist	V1aR counter	OXTR ag	CHO parental Ca	TAAR1 ag
CCN1CCN(CCCCOc2ccccc2F)CC1	-1	7	1	-7	-3	0.9	1.6	-3	0
CC(CN(C)Cc1ccccc1)OC(=O)c1cccs1 (configuration not stated)	-1	4	0	-5	-1	-1.5	-1.8	-19	12
CCn1cnc2c1c(=O)n(CC(=O)OC)c(=O)n2Cc1ccccc1	-16	7	-15	-5	-11	-0.8	-0.3	-6	0
COc1ccc([N+](=O)[O-])cc1N(CC1CO1)S(=O)(=O)c1ccc(C)cc1 (configuration not stated)	1	-3	-3	-10	1	-0.9	-0.7	-17	2
CCNS(=O)(=O)c1ccc(CCC(=O)N2CCc3ccccc3C2)cc1	-12	13	-33	-3	-9	-0.8	-1.4	-6	3
CCCC(=O)c1c(C)c2ccccc2n1C	-14	9	-8	-2	-15	-0.9	-2.8	2	24
Cc1cc2cccc(C)c2nc1SCC(=O)NNC(=O)c1ccco1	-1	10	-6	-6	-5	1.0	1.9	-15	3
CCCOc1ccc(C2c3c(oc4cc(C)c(C)cc4c3=O)C(=O)N2CCCN2CCOCC2)cc1 (configuration not stated)	2	6	-13	-2	-3	1.0	0.7	-17	0
CC(C)Oc1cc(NC(=O)CSCC(=O)Nc2cccc(C(F)(F)F)c2)c(Cl)cc1Cl	-6	-6	8	-3	-4	0.1	0.5	-16	0
NC(=NCCc1c[nH]c2ccccc12)NS(=O)(=O)c1ccc2ccccc2c1	-9	-4	20	-6	2	1.7	1.4	7	5
Cc1cccc(N2CCN(CC(=O)NCc3ccccc3)CC2)c1C	-12	17	2	2	-17	1.2	-0.4	-19	4
Cc1ccc(OCCNC(=O)c2ccc(COc3ccccc3)o2)cc1	4	10	12	-3	-30	-0.2	-1.6	-12	2
S=C(c1ccc(Cl)cc1)N1CCN(Cc2ccccc2)CC1	-6	-10	8	-7	9	-0.5	-2.4	-12	-2
COc1ccccc1C(=O)NCCC(=O)N1CCN(C(C)=O)CC1	-7	10	-2	-1	-9	1.0	0.5	-6	1
CCN1CCN(Cc2oc(CO)cc(=O)c2O)CC1	-2	-5	-2	-5	0	-0.7	0.4	0	3
COc1ccc(N2CCN(C(=O)Cc3ccc(S(=O)(=O)N4CCOCC4)s3)CC2)cc1	-6	7	5	-5	-5	2.6	0.2	-5	1
Cc1ccc(S(=O)(=O)N2CCOCC2)cc1NC(=O)Cn1cc(C(F)(F)F)cc(Cl)c1=O	1	5	0	-2	-2	-1.0	-0.2	-20	0
Cc1cc(C)n(CCC(=O)N/N=C/c2ccc(O)cc2)n1	-5	5	-5	-8	-8	-0.7	-0.1	-6	2
COc1ccc(C(C(=O)NC2CCCC2)N(C(=O)c2ccoc2C)c2ccccc2)cc1 (configuration not stated)	0	-2	18	-8	-10	-1.3	-0.9	-21	9
COc1cc2[nH]c(=S)nc(NCc3ccccn3)c2cc1OC	/	1	2	-6	9	/	/	/	8
CCC(Cc1ccccc1)NC(=O)CCNS(=O)(=O)c1cc(Br)cnc1N (configuration not stated)	-3	8	-8	-3	-10	3.2	2.8	-22	5
CC(C)CN(C(=O)CSc1ncnc2ccccc12)C1CCS(=O)(=O)C1 (configuration not stated)	2	9	-11	-1	-9	-0.2	0.6	-11	0
CN(C(=O)c1cccs1)c1ccc(OCC(=O)N2CCC(C(N)=O)CC2)cc1	-9	8	-4	-1	-9	-0.4	1.5	-1	9
CC(=O)N1CCN(Cc2ccc(Br)s2)CC1	-4	-2	10	-4	3	-0.3	0.2	-7	15
CCOC(=O)C1CCN(S(=O)(=O)c2cc(C(=O)N3CCCCC3)ccc2OC)CC1	-7	1	-6	-2	0	2.0	1.6	-12	5
CN1CCC(N(C)S(=O)(=O)c2ccc(NC(=O)COc3cccc(Cl)c3)cc2)CC1	-9	-12	-7	-4	27	3.9	7.6	-19	8
CC(C)CC(NC(=O)C1CCC(C)CC1)C(=O)NCc1cccnc1 (configuration not stated)	-8	5	-12	-4	2	0.7	-0.3	-7	9
CC(Oc1ccccc1)C(=O)N1CCC2(CC1)Oc1ccc(F)cc1C(=O)C21CC(c2cccnc2)=NO1 (configuration not stated)	-8	-1	25	-6	5	1.6	3.0	-15	17
COC(=O)[C@H](CC(C)C)NC(=O)Cn1cnc2c(SC)nc(N)nc21	-2	10	-6	10	-14	1.0	1.0	7	0
Clc1ccc(C2=Nn3c(nnc3-c3cccnc3)SC2)s1	-10	10	15	1	-3	-0.9	-1.7	-6	2
N#Cc1ccccc1OCC(=O)OCC(=O)NC1CCCC1	3	-3	-6	-3	4	1.0	4.4	-7	10
O=C(Nc1ccc(C(=O)O)cc1)/C(=C\c1ccccc1)NC(=O)c1ccc(Br)cc1	-6	9	-10	-3	-8	-0.4	-0.2	-1	1
Cc1ccccc1OCc1nnc(SC(C)C(=O)O)n1Cc1ccccc1 (configuration not stated)	-9	10	2	-4	-5	-0.3	-0.2	-20	10
CC(C)(C)c1ccc(NC(=O)Nc2ccc(F)cc2)cc1	-14	-30	94*	-3	49*	11	8.6	62*	12
COC(=O)c1cc(C)sc1NC(=O)CCCC(=O)O	-9	2	6	-2	0	-0.5	0.8	-12	0
C=CCn1c(SCc2cc(=O)n3ccsc3n2)nc2sc(C)c(C)c2c1=O	-1	/	/	/	/	-1.2	-0.9	-11	/
Clc1ccc(Cn2c(CN3CCCC3)nc3ccccc32)cc1	2	/	/	/	/	0.4	-1.3	-25	/
Cc1c(C(=O)OCC(=O)N2CCCC2=O)oc2ccccc12	0	6	3	-5	0	1.6	-0.5	4	-1
Cc1cc(C)cc(OCc2nnc(SCC(=O)c3ccc(Br)cc3)o2)c1	-10	0	13	-4	-29	4.1	2.6	-9	12
COc1cccc(C(=O)COc2ccc(NC(=O)c3cccs3)cc2)c1	-6	6	33	3	-3	4.1	0.5	-10	4

# Arranged by value in OXTR potentiator (rising): 3 of the compounds above.
SMILES,OXTR potentiator,M1 PAM,TAAR1 antagonist,M1 ag,CHRM1 antagonist
S=C(c1ccc(Cl)cc1)N1CCN(Cc2ccccc2)CC1,-6,-10,8,-7,9
CC(=O)N1CCN(Cc2ccc(Br)s2)CC1,-4,-2,10,-4,3
CC(CN(C)Cc1ccccc1)OC(=O)c1cccs1 (configuration not stated),-1,4,0,-5,-1

# (next part)
mol	OXTR potentiator	M1 PAM	TAAR1 antagonist	M1 ag	CHRM1 antagonist	V1aR counter	OXTR ag	CHO parental Ca	TAAR1 ag
CN1CCN(C(c2ccc(F)cc2)c2nnnn2Cc2cccs2)CC1 (configuration not stated)	-12	4	-1	-3	-6	1.5	-1.1	-15	9
Cn1c(=O)c2c(nc3n2CC(CO)O3)n(C)c1=O (configuration not stated)	-1	6	-14	-2	-13	1.4	1.2	-8	7
CSc1nnc2ccc(-c3ccccn3)nn12	-6	20	-2	-1	-12	-0.1	-1.4	16	0
O=C(CNC(=O)c1ccco1)NC1CCCCCC1	-9	16	-23	0	-23	-1.0	0.0	-12	0
Cc1ccc(SCCc2cc[n+](CC(=O)c3ccccc3)cc2)cc1	-5	0	-14	-8	-6	0.2	1.2	2	2
COc1ccc(N2C(=O)C3C4C=CC(C4)C3C2=O)c([N+](=O)[O-])c1 (configuration not stated)	-5	-2	-20	-3	22	0.6	0.2	-5	2
Cc1cc(C2CC(=O)Nc3ccccc3S2)c(C)s1 (configuration not stated)	-8	14	-10	1	-29	0.4	6.7	4	-1
C[C@H](CO)N1C[C@H](C)[C@@H](CN(C)C(=O)Nc2ccc3c(c2)OCO3)Oc2ccc(NC(=O)Cc3ccccc3)cc2C1=O	-2	5	16	-7	-3	3.7	-0.1	-2	-1
CCNC(=O)C1CCCN(C(=O)c2ccc(-c3ccccc3)cc2)CC1 (configuration not stated)	/	8	-4	-3	-20	/	/	/	0
CC(Oc1ccc(Cl)cc1)C(=O)N1CCN(C(=O)c2ccco2)CC1 (configuration not stated)	-4	4	-7	-3	-2	-0.5	0.8	-5	-1
COc1cccc(NC(=O)CN(C)CC(=O)Nc2ccccc2-c2ccccc2)c1	-6	1	-10	-5	8	0.9	-1.7	3	3
O=C(O)C1CSC(c2ccc3c(c2)OCO3)N1 (configuration not stated)	1	7	-12	-4	3	0.6	0.1	-19	0
C[C@H]1CC[C@@]2(O[C@H](CCO)C[C@H](O)[C@H]2O)O1	4	6	9	-2	-3	0.9	1.1	-7	6
Cc1cc(C)n(-c2nc3c(c(=O)[nH]c(=O)n3C)n2Cc2ccc(F)cc2)n1	9	1	-2	-3	-34	0.4	0.1	-22	7
CCC1SC2=NCN(c3ccccc3)CN2C1=O (configuration not stated)	-6	/	/	/	/	2.2	2.9	-2	/
O=[N+]([O-])c1cccnc1Oc1ccc(F)cc1	1	17	5	-2	-17	1.0	-1.1	-11	0
CCN(Cc1ccccc1)S(=O)(=O)c1cc(C(=O)NCC2CCCCC2)ccc1OC	-7	-2	-2	-5	-1	1.6	-1.1	-20	1
CC(C)n1nnnc1C(c1ccc(F)cc1)N1CCN(C2CCCC2)CC1 (configuration not stated)	/	5	-3	-4	-25	/	/	/	2
CCCCC(=O)N1CCN(c2nc(-c3ccc(F)cc3)cs2)CC1	/	10	-13	-1	-21	/	/	/	0
CCn1c(SCC(=O)Nc2cc(C)on2)nnc1-c1cccs1	-4	11	-7	-3	-11	0.4	0.1	-6	10
COc1ccc(S(=O)(=O)Cc2ccc(C(=O)NCc3ccco3)o2)cc1	0	4	-12	-1	-7	1.9	1.5	-10	7
